# D1 potentiator – Potentiators of Human D1 Dopamine Receptor: qHTS; HEK293 TREx D1 cells, calcium flux, dopamine EC20 potentiation; 0.036% of 360,000 active; D(1A) dopamine receptor (Homo sapiens), P21728; potentiation, % at 10 µM; AID 504651, 2011; in the data active means potentiation above about 30%; further: 0% is about no effect
# Target sequence (P21728 whole entry, looked up): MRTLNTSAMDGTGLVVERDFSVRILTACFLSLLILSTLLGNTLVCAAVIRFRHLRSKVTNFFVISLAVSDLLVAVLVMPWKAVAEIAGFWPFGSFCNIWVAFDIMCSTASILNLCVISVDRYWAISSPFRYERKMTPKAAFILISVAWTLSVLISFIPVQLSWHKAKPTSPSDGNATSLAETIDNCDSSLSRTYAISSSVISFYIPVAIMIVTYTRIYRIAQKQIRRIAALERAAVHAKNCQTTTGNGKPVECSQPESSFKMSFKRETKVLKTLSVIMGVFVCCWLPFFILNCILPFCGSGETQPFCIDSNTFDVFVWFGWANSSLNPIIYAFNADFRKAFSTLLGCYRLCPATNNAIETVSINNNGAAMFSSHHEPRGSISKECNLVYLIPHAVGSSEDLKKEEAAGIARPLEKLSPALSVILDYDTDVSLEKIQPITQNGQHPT
# D2 agonist – HTS Assay for Allosteric Agonists of the Human D2 Dopamine Receptor: Primary Screen for Agonists; activation, % at 2 µM; AID 485358, 2010; D(2) dopamine receptor (Homo sapiens), P14416; 0.53% of 340,000 active; HEK293 T-REx D2 cells, calcium flux agonist mode;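 active means activation over 3 SD above normal in the single-dose calcium agonist read, cut at about 30% in these data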; further: 0% is about no effect
#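 Agonism scored from kinetic calcium signal (1 read/sec, 180 s) following compound pin transfer, after a 10 s baseline. Cells: HEK293 Trex line expressing inducible D2 receptor coupled to calcium, dye-loaded after overnight culture at 30 C.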
# RXFP1 agonist – qHTS Assay for Agonists of the Relaxin Receptor RXFP1; HEK293T-RXFP1 cAMP TR-FRET, 30 min; response scale: percent of porcine relaxin response, buffer zero; Potency, µM (series often up to 57.5 µM), inactives show top-dose activation, actives largely listed as activators; 0.3% of 370,000 active; Relaxin receptor 1 (Homo sapiens), Q9HBX9; AID 2676, 2010; active means well fitted activation curve with a large enough effect; inconclusive means small, poorly fitted or top-dose-only effect; further: potency means the concentration at half of the fitted maximal effect; on the % scale 0 is the no-effect control and ±100 the full control effect; nearly all actives have a fitted effect of over 60% in size; many of its hits are not listed in these tables
#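 HEK293 cells stably expressing RXFP1, treated 30 min at 37C with compounds plus PDE4 inhibitor Ro 20174; cAMP measured by HTRF TR-FRET. Normalized to buffer and 29 nM porcine relaxin; EC50 by Hill fit.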
# RXFP1 antagonist – qHTS Assay for Antagonists of the Relaxin Receptor RXFP1. HEK293-RXFP1, relaxin-stimulated cAMP HTRF, 30 min; hits give low values. activity change, negative = inhibition, % at 57.5 µM. AID 1259400, 2018. 0.59% of 350,000 active. Relaxin receptor 1 (Homo sapiens), Q9HBX9;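 active means activity change of -60% or lower, but not beyond a set lower limit; inconclusive means change between -60% and -40%, or beyond the set limit; inactive means change above -40%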; further: on the % scale 0 is the no-effect control and ±100 the full control effect
# D1 antagonist – Antagonist of Human D 1 Dopamine Receptor: qHTS. D(1A) dopamine receptor (Homo sapiens), P21728. HEK293 TREx D1 cells, calcium flux, dopamine EC80; hits give low values. activity change, negative = inhibition, % at 10 µM. 3.2% of 360,000 active. AID 504652, 2011; in the data active means activity change below about -30%; further: on the % scale 0 is the no-effect control and ±100 the full control effect
#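 Allosteric or orthosteric antagonism assessed as attenuation of the calcium response to EC80 dopamine, added 180 s after compound, in induced HEK293 Trex D1 cells loaded with no-wash calcium dye.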
# D2 PAM – HTS Assay for Positive Allosteric Modulators of the Human D2 Dopamine Receptor: Primary Screen for Potentiators; D(2) dopamine receptor (Homo sapiens), P14416; HEK293 T-REx D2, calcium flux, EC20 dopamine potentiation; potentiation, % at 10 µM; 0.34% of 340,000 active; AID 485347, 2010;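 active means potentiation over 3 SD above the plate norm, cut at about 30% in these data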; further: 0% is about no effect
#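 Using a no-wash calcium dye in inducible, force-coupled HEK293 Trex cells expressing D2, we tracked fluorescence each second for 180 s after compound, then for 180 s after EC20 dopamine to detect augmented signalling.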
# D2 antagonist – HTS Assay for Allosteric Antagonists of the Human D2 Dopamine Receptor: Primary Screen for Antagonists; D(2) dopamine receptor (Homo sapiens), P14416; inhibition, % at 10 µM; AID 485344, 2010; HEK293 TREx D2 cells, calcium flux, dopamine EC80; 2% of 340,000 active; in the data active means inhibition above about 30%; further: 0% is about no effect
#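 Tetracycline-induced HEK293 T-REx cells expressing D2 force-coupled to calcium signalling were dye-loaded, exposed to compound for 180 s, then challenged with an EC80 of dopamine; calcium flux was followed kinetically for a further 180 s.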
# D1 agonist – Allosteric Agonists of the Human D1 Dopamine Receptor: qHTS. HEK293 T-REx D1 cells, calcium flux, agonist mode. 1% of 360,000 active. activation, % at 2 µM. D(1A) dopamine receptor (Homo sapiens), P21728; in the data active means activation above about 30%; further: 0% is about no effect
#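 Tetracycline-induced HEK293 TREx D1 cells, force-coupled to calcium signalling, were dye-loaded with a no-wash calcium kit. Compound was pin-added after a 10 s baseline. Fluorescence was read kinetically at 1 cycle/s for 180 s, with calcium rises flagged as agonism.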
# TRHR enhancer – qHTS for Small Molecule Agonists and Allosteric Enhancers of Human TRH Receptor: Primary Screen for Enhancers; Thyrotropin-releasing hormone receptor (Homo sapiens), P34981; TRHR cells, fluo-8 calcium fluorescence, EC20 TRH enhancement; enhancement, % at 2 µM; 0.66% of 360,000 active; in the data active means enhancement above about 30%; further: 0% is about no effect
# Target sequence (P34981 whole entry, looked up): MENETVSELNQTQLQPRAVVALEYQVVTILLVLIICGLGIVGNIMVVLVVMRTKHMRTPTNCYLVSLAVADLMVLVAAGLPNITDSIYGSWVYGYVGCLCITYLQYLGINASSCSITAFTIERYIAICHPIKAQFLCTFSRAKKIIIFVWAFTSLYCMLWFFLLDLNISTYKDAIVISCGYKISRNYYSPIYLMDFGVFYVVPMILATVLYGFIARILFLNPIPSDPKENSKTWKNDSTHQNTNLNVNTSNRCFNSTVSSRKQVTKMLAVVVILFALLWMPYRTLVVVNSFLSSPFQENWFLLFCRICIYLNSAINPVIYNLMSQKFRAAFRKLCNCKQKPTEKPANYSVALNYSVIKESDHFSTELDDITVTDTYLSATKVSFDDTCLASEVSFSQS
#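 Enhancer read-out: after compound pinning and an initial kinetic agonist-mode read, an EC20 of TRH (10 nM final) was injected and fluo-8 calcium signal (Ex 480/Em 530) followed at 1 s/cycle for 100 cycles in TRHR-expressing cells.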
# * = called active by the depositor; ? = inconclusive; / = not tested or not shown. An excerpt, so the mix of outcomes need not match the whole.
1. N#CC1=C(N)N2C(=C(C#N)C1c1ccccc1)Sc1ccccc12 (stereo not given)
2. C=CCOn1c(=O)c(-c2ccc(OC)c(OC)c2)[n+]([O-])c2ccccc21
3. CCc1nnc(NC(=O)c2sc3nc4cc(C)ccc4cc3c2N)s1
4. CC(C)c1cc(-c2nc(-c3cccc(Cl)c3)no2)n[nH]1
5. O=C(c1ccccc1)N1CCN(S(=O)(=O)c2cccc(NS(=O)(=O)c3ccccc3)c2)CC1
6. Cc1cccc(OCC(=O)Nc2ccc(OCc3cc(=O)n4cc(C)ccc4n3)cc2)c1
7. NC(=O)COC(=O)c1ccccc1Nc1ccc(SC(F)F)cc1
8. Cc1cc(C)nc(SCc2cnc(C)nc2N)n1
Compound,1,2,3,4,5,6,7,8
D1 potentiator,5,-5,-3,-1,4,-1,-1,-1
D2 agonist,2.5,-0.7,2.8,0.5,0.1,0.9,-1.5,0.1
RXFP1 agonist,7.0%,-0.6%,1.7%,-0.9%,0.9%,6.3%,0.4%,4.5%
RXFP1 antagonist,/,-2,0,-27,-11,-7,-5,2
D1 antagonist,12,-1,2,-6,0,-2,-5,0
D2 PAM,4,16,-7,-1,24,9,-2,4
D2 antagonist,5,8,-10,/,-16,/,-16,-4
D1 agonist,8,0,10,10,3,0,3,2
TRHR enhancer,2,-1,0,0,2,-11,1,-1

9. CC(=O)c1c(C)[nH]c(C(=O)OCC(=O)Nc2ccc(Cl)c(S(=O)(=O)N(C)C)c2)c1C
10. N#Cc1ccc(C(=O)Nc2cc(-c3ccc(F)cc3)nn2-c2ccccc2)cc1
11. CCCOc1ccc(/C=C/C(=O)N2CCOCC2)cc1
12. CCn1c(Oc2cccc(Br)c2)nc2c1c(=O)n(C)c(=O)n2C
13. CCCCC1CCC(C(=O)OCC(=O)N(CCOC)c2c(N)n(Cc3ccccc3)c(=O)[nH]c2=O)CC1 (stereo not given)
14. COc1ccccc1C(c1nnnn1C(C)(C)C)N1CCN(Cc2ccncc2)CC1 (stereo not given)
15. Cc1ccccc1Cn1cnc2ccccc21
16. COc1cccc(-c2n[nH]c3c2C(c2cccc(O)c2)N(C)C3=O)c1 (stereo not given)
Compound,9,10,11,12,13,14,15,16
D1 potentiator,4,3,-3,-5,-3,0,-7,0
D2 agonist,-0.7,-0.3,-0.9,-0.1,0.1,0.7,1.3,-1.4
RXFP1 agonist,-0.9%,0.4%,3.8%,0.8%,0.4%,1.3%,3.0%,0.4%
RXFP1 antagonist,-21,/,7,3,-5,5,-6,-3
D1 antagonist,-16,17,-2,-7,8,13,-1,-1
D2 PAM,4,5,-5,10,2,2,-5,-6
D2 antagonist,1,3,-7,8,-11,-5,-2,/
D1 agonist,3,0,4,2,0,1,5,-1
TRHR enhancer,0,2,-2,2,4,0,-6,-1

17. COC(=O)CNc1nc(-c2ccccc2F)nc2ccccc12
18. CCOc1ccccc1/C=C(/NC(=O)c1ccccc1)C(=O)N1CCCCC1
19. CCCOC(=O)Nc1nc(-c2ccc(C)cc2)c(C)s1
20. CCS(=O)(=O)NC(C)C(c1cccs1)N1CCN(C)CC1 (stereo not given)
21. COc1ccc(CCNC(=O)c2cc([N+](=O)[O-])cc([N+](=O)[O-])c2)cc1OC
22. Brc1ccc2[nH]c3c(c2c1)CCC3
23. Cc1ccc(C(=O)Nc2nc3ccc(S(C)(=O)=O)cc3s2)s1
24. Cc1ccoc1C(=O)N1CCCC(CO)(Cc2ccc(F)cc2)C1 (stereo not given)
Compound,17,18,19,20,21,22,23,24
D1 potentiator,-2,2,-10,2,-3,-8,-4,1
D2 agonist,-0.3,1.8,-1.4,0.7,-1.7,-0.2,0.2,-0.2
RXFP1 agonist,3.4%,-1.9%,-1.0%,-1.7%,-0.4%,-1.5%,17%,0.9%
RXFP1 antagonist,-9,-32,-19,25,7,-15,6,2
D1 antagonist,-17,7,-21,11,5,4,-2,0
D2 PAM,3,10,-1,4,-3,2,1,3
D2 antagonist,-14,-23,4,10,-5,4,-9,-1
D1 agonist,2,0,-1,3,0,1,6,-1
TRHR enhancer,13,2,-7,-5,1,2,23,-4

# Reprinted at random: 4 records from the list, in no set order.
19. CCCOC(=O)Nc1nc(-c2ccc(C)cc2)c(C)s1
22. Brc1ccc2[nH]c3c(c2c1)CCC3
24. Cc1ccoc1C(=O)N1CCCC(CO)(Cc2ccc(F)cc2)C1 (stereo not given)
23. Cc1ccc(C(=O)Nc2nc3ccc(S(C)(=O)=O)cc3s2)s1
Compound,19,22,24,23
D1 potentiator,-10,-8,1,-4
D2 agonist,-1.4,-0.2,-0.2,0.2
RXFP1 agonist,-1.0%,-1.5%,0.9%,17%
RXFP1 antagonist,-19,-15,2,6
D1 antagonist,-21,4,0,-2
D2 PAM,-1,2,3,1
D2 antagonist,4,4,-1,-9
D1 agonist,-1,1,-1,6
TRHR enhancer,-7,2,-4,23

# Going on with the list:
25. CCOc1ccc(-n2c(COc3ccccc3)nnc2SCC(N)=O)cc1
26. CNC(=S)N1CCN(C(c2ccccc2)c2ccccc2)CC1
27. CCOCCCNC(=O)CN1C(=O)/C(=C/c2ccccc2)Sc2ccccc21
28. NCC(O)COCCC12CC3CC(CC(C3)C1)C2 (stereo not given)
29. CCCn1c(Nc2nc3ccccc3n2C)nc2ccccc21
30. CCOC(=O)c1c(NC(=O)C2C3C=CC(C3)C2C(=O)O)sc2c1CC(C)CC2 (stereo not given)
31. CCOc1ccccc1N1CCN(c2nc3ccccc3nc2C(C#N)C(=O)OC)CC1 (stereo not given)
32. CCn1cc(C(=O)NCc2ccc(C)cc2)c(=O)c2cc(S(=O)(=O)N(C)C3CCCCC3)ccc21
Compound,25,26,27,28,29,30,31,32
D1 potentiator,-2,-6,3,7,-1,-3,-2,0
D2 agonist,0.0,-1.1,-1.3,-0.4,0.3,-0.8,0.6,0.9
RXFP1 agonist,0.5%,2.5%,-1.8%,-1.2%,-0.4%,10%,3.0%,1.7%
RXFP1 antagonist,13,-8,-3,-1,-23,-6,-11,/
D1 antagonist,10,-2,6,-5,16,-6,-1,18
D2 PAM,-10,-3,2,5,-5,-2,3,-5
D2 antagonist,-17,-8,-5,14,-1,0,-7,/
D1 agonist,3,0,4,8,5,2,2,5
TRHR enhancer,6,6,-5,3,6,3,4,7

33. COc1cc(-c2[nH]nc3c2C(c2ccco2)C(C#N)=C(N)O3)cc(OC)c1OC (stereo not given)
34. Cc1cc(NC(=O)CSc2nc3c(c(=O)n(C)c(=O)n3C)n2C(C)C)no1
35. COc1ccc(-c2nc3cnccn3c2NC(C)(C)CC(C)(C)C)cc1O
36. O=[N+]([O-])c1ccc(-c2nc3ccc([N+](=O)[O-])cc3[nH]2)cc1
37. CC1CCN(Cc2cc(=O)oc3cc4c(cc23)CCCC4)CC1
38. Cc1ccc(C(c2sc3ncnn3c2O)N2CCCCC2)cc1 (stereo not given)
39. CC(=O)c1ccc(NC(=O)N2CCCC(C(=O)c3ccc4c(c3)OCO4)C2)cc1 (stereo not given)
40. CCc1ccc(S(=O)(=O)c2nnn3c2nc(N(CC)Cc2ccccc2)c2cc(Cl)ccc23)cc1
Compound,33,34,35,36,37,38,39,40
D1 potentiator,-4,-6,-14,-2,0,0,-5,-1
D2 agonist,1.3,0.5,5.3,4.5,-0.4,-1.0,1.2,/
RXFP1 agonist,0.7%,8.1%,7.9%,15%,-0.7%,0.4%,1.2%,12%
RXFP1 antagonist,-5,-16,-34,2,-8,0,1,-5
D1 antagonist,12,-2,6,-26,-20,5,-3,-1
D2 PAM,-9,27,-7,-4,-24,8,12,-2
D2 antagonist,-10,-22,30,11,-17,-6,6,/
D1 agonist,2,1,10,15,1,1,6,-1
TRHR enhancer,6,-1,-1,-9,-3,2,0,-7

41. O=C(COC(=O)c1cccc(S(=O)(=O)N2CCN(c3ccccc3)CC2)c1)NCc1ccco1
42. CCC(C)(C)NC(=O)C(c1cccn1C)N(C(=O)Cn1nnc2ccccc21)c1ccccc1OC (stereo not given)
43. O=C(Cn1cc(S(=O)(=O)c2ccccc2)c(=O)c2cc3c(cc21)OCO3)Nc1ccccc1
44. CCn1c(C)c(C(C)=O)c(N2CCC(C(N)=O)CC2)nc1=S
45. CCS(=O)(=O)N1CCN(C(=O)c2ccc(-c3ccccc3)cc2)CC1
46. Cc1cc(NS(=O)(=O)c2ccc(NC(=O)COc3cc(C)c(Br)cc3C(C)C)cc2)no1
47. COc1ccc(-c2coc3cc4oc(=O)c5ccccc5c4cc23)cc1F
48. Cc1sc(-c2cc3ccccc3oc2=O)nc1-c1ccc(Cl)cc1
49. COc1ccccc1NC(=O)CSc1nc(-c2ccc(C(C)(C)C)cc2)c(C#N)c(=O)[nH]1
Compound,41,42,43,44,45,46,47,48,49
D1 potentiator,-5,12,2,1,3,1,-6,0,3
D2 agonist,-0.4,-0.5,-1.2,-0.3,1.4,-1.9,-0.5,0.3,-0.7
RXFP1 agonist,-3.4%,0.3%,?,2.4%,-0.2%,3.8%,2.8%,5.5%,1.0%
RXFP1 antagonist,-16,12,/,-10,12,-11,2,7,-2
D1 antagonist,-15,21,10,1,-4,-9,-1,-4,2
D2 PAM,4,-11,3,-10,-2,6,13,4,-1
D2 antagonist,-9,6,/,-11,-7,/,-5,/,/
D1 agonist,6,0,-2,1,2,9,2,5,7
TRHR enhancer,35*,-17,-1,2,3,-13,-2,1,0

# In a second layout: 2 of the compounds above.
# Fields – D1 potentiator, D2 agonist, RXFP1 agonist, RXFP1 antagonist, D1 antagonist, D2 PAM, D2 antagonist, D1 agonist, TRHR enhancer
[18] CCOc1ccccc1/C=C(/NC(=O)c1ccccc1)C(=O)N1CCCCC1
    2, 1.8, -1.9%, -32, 7, 10, -23, 0, 2
[19] CCCOC(=O)Nc1nc(-c2ccc(C)cc2)c(C)s1
    -10, -1.4, -1.0%, -19, -21, -1, 4, -1, -7
